M. tuberculosis GlmU: inhibition of mycobacterial GlmU enzyme – biochemical, glucosamine-1-phosphate acetyltransferase (AID 1376); M. tuberculosis GlmU acetyltransferase enzyme assay; higher % means a stronger effect; inhibition, %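 (tested at 30 µM in the primary screen)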; hits with a dose series show IC50 in µM; hit rate 0.25% among 220,000; in the data active = inhibition above about 13%; inconclusive = no clear call, values can overlap the other calls;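 also: 0% = complete reaction with vehicle and 100% = reaction without substrate; strong numbers were not always called active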
Mtb RmlCD inh: M. tuberculosis RmlC/RmlD inhibition. hit rate 0.03% among 160,000. P9WH09+P9WH11. RmlC+RmlD coupled enzyme assay, percent inhibition; primary screen in compound mixtures. inhibition, % at 3.6 µM; in the data active = inhibition mostly above about 34%, no sharp cut-off; inconclusive = no clear call, values can overlap the other calls; inactive = mostly below about 22%; also: some results filed as inactive read as strong as hits
Target sequence (P9WH09 whole entry, looked up): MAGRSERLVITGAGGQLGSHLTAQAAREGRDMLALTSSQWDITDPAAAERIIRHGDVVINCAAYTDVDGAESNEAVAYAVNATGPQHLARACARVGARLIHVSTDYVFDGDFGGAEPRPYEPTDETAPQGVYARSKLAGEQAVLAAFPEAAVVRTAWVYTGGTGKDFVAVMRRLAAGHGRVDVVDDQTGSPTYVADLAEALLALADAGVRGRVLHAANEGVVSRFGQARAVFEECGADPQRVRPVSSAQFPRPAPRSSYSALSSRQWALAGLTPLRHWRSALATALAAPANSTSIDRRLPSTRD
Target sequence (P9WH11 whole entry, looked up): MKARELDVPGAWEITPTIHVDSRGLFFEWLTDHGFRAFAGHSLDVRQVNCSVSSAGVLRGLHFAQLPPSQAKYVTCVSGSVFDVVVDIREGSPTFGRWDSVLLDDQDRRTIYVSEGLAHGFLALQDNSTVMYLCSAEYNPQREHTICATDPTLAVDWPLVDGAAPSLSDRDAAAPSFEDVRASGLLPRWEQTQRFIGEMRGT
* marks the source's active call; other numbers are inactive results; ? = inconclusive; . = not tested or not shown; & = joins results of further samples. This is a subset; the hit share may differ from the screen's.

Values in the order – M. tuberculosis GlmU	Mtb RmlCD inh
- COC(=O)c1ccc(C(=O)OC)c(NC(=O)COc2ccccc2OC)c1
    2.0%	-3
- CCn1c(NCCc2ccc(OC)c(OC)c2)nc2c1c(=O)n(C)c(=O)n2C
    -2.9%	.
- COc1ccc(C(=O)N/N=C/C2CC=CCC2)cc1OC (stereo unspecified)
    8.2%	-2
- CCC/C(O)=C1\C(=O)CC(C)(C)CC1=NCCO
    -3.5%	-7
- O=[N+]([O-])c1cc(-c2nnc(C34CC5CC(CC(C5)C3)C4)o2)cc([N+](=O)[O-])c1
    .	-13
- COc1nc(N)c(S(=O)(=O)c2ccccc2)cc1C#N
    -5.6%	.
- Cc1cccc(N2CCN(C(=O)C(C)C)CC2)c1C
    2.5%	.
- O=C(COC(=O)[C@H](Cc1ccccc1)NC(=O)c1cccs1)Nc1c(Cl)cccc1Cl
    -1.5%	9
- COc1cc([N+](=O)[O-])cc(/C=N/NC(=O)Cn2cncn2)c1O
    3.6%	3
- COC(=O)C1=C(C)N(C)C(=S)NC1c1ccccc1 (stereo unspecified)
    -0.6%	8
- COc1cc(NC(=O)c2ccccc2)c(OC)cc1Cl
    1.1%	.
- Cc1ccccc1OCC(=O)NN1C(=O)C2C3C=CC(O3)C2C1=O (stereo unspecified)
    -5.8%	.
- CCCCOCCCn1c(N)c(C(=O)OC(C)COC)c2nc3ccccc3nc21 (stereo unspecified)
    -4.5%	19
- CCOCCCNC(=S)N1C2CCC1CC(NC(=O)NC13CC4CC(CC(C4)C1)C3)C2 (stereo unspecified)
    -2.9%	9
- O=C(N/N=C/C=C/c1ccc2c(c1)OCO2)c1ccc([N+](=O)[O-])cc1
    0.1%	-5

Ordered by molecular weight (ascending): some entries from above
Values in the order – M. tuberculosis GlmU	Mtb RmlCD inh
- COc1ccc(C(=O)N/N=C/C2CC=CCC2)cc1OC (stereo unspecified)
    8.2%	-2
- COc1nc(N)c(S(=O)(=O)c2ccccc2)cc1C#N
    -5.6%	.
- COc1cc(NC(=O)c2ccccc2)c(OC)cc1Cl
    1.1%	.
- O=C(N/N=C/C=C/c1ccc2c(c1)OCO2)c1ccc([N+](=O)[O-])cc1
    0.1%	-5
- CCn1c(NCCc2ccc(OC)c(OC)c2)nc2c1c(=O)n(C)c(=O)n2C
    -2.9%	.

Other entries:
Values in the order – M. tuberculosis GlmU	Mtb RmlCD inh
- COCCN(CCOC)S(=O)(=O)c1ccc(C(=O)Nc2nnc(C)o2)cc1
    5.1%	12
- Cc1ccccc1N1C(=O)NC(=O)/C(=C\c2cc(Br)c(N3CCOCC3)o2)C1=O
    -4.4%	3
- O=C(N/N=C/C=C/c1ccccc1)C(O)c1ccccc1 (stereo unspecified)
    -3.7%	.
- COC(=O)C(NS(=O)(=O)c1ccc(C)cc1)c1ccccc1 (stereo unspecified)
    .	-8
- CCOC(=O)C(=CN=C(N)Nc1nc2ccccc2o1)C(=O)OCC
    -0.4%	6
- CCOCCn1c(CN2CCOCC2)nc2c1c(=O)[nH]c(=O)n2C
    0.4%	-10
- CC(=O)C1=C(C)NC(SCC(=O)c2ccc(-c3ccccc3)cc2)=C(C#N)C1c1cccnc1 (stereo unspecified)
    -1.5%	6
- O=C(Nc1cccc2nsnc12)C1CC(=O)N(c2ccccc2)C1 (stereo unspecified)
    3.0%	.
- O=C(N/N=C/c1ccc2cccc(OCc3ccccc3)c2n1)c1ccc(Cl)cc1
    5.4%	-7
- Cc1ccc(Oc2nc3ccccc3n3cccc23)cc1
    0.6%	16
- Cc1[nH]c(=O)c(C#N)c2c1CSC(C)(C)C2
    4.6%	-5
- CCCS(=O)(=O)N1CCN(c2ccccc2F)CC1
    0.1%	.
- O=C(CSc1nnnn1-c1ccccc1F)NNC(=O)c1ccco1
    0.4%	8
- CC(C)(C)C(=O)Cn1ncc(Br)c(Br)c1=O
    -3.1%	0
- O=C(Nc1ccc(Oc2ncnc3cc(Cl)ccc23)nc1)c1cccs1
    -6.5%	5
- CC(C)N1CCN(Cc2ccc3c(c2)OCCO3)CC1CCO (stereo unspecified)
    2.7%	.
- Nc1nnn(CC(=O)N/N=C/c2ccccc2)n1
    -1.3%	1
- Cc1cccc(-n2c(-c3ccco3)nc3ccccc3c2=O)n1
    -2.0%	.
- Cc1nc(-c2ccc(Cl)cc2)sc1C1(C)CC(c2ccc(Cl)cc2)=NO1 (stereo unspecified)
    1.5%	.
- COc1ccc2nc(N3CCC(O)CC3)c(C#N)cc2c1
    2.1%	30
- Cc1cc(SCC(=O)c2ccc(O)c(O)c2)n2nc(C)c(-c3ccccc3)c2n1
    -4.2%	.
- CC(C)(C)N(Cc1cc2ccccc2[nH]c1=O)C(=O)c1ccco1
    6.5%	-1
- COC(=O)C1=C2SC(C)C(=O)N2C(N)=C(C#N)C1c1ccc(OC)c(OC)c1 (stereo unspecified)
    -0.8%	1
- Cc1ccc(C(=O)COC(=O)CNC(=O)CNC(=O)c2ccc(C)cc2)cc1
    4.5%	-11
- Oc1ccc(Cl)cc1-c1cc(-c2ccco2)[nH]n1
    1.9%	?
- COc1ccc(C(CC(=O)O)NC(=O)c2ccccc2[N+](=O)[O-])cc1 (stereo unspecified)
    0.6%	.
- C=CCn1c(COc2ccccc2)nnc1SCC(=O)N/N=C/c1cc(Cl)ccc1O
    1.5%	5
- CC(NC(=O)c1ccc(Br)s1)C1CCCO1 (stereo unspecified)
    5.2%	.
- CN1CCN(CCCNC(=O)c2ccc(/C=C3/Sc4ccccc4N(Cc4cccc(Cl)c4)C3=O)cc2)CC1
    -11%	8
- Cc1cc(OCC(=O)O)c2ccccc2n1
    -4.9%	8
- COc1cc(C(=O)Nc2c(C)cc(C)cc2C)c(-n2cnnn2)cc1OC
    2.8%	2
- O=C(CCCNS(=O)(=O)c1ccc(Cl)c(Cl)c1)NCCc1ccccn1
    -3.5%	-10
- COc1cc(S(=O)(=O)N2CCC(N3CCCCC3)CC2)ccc1-n1cnnn1
    0.4%	-6
- N/C(=N\OC(=O)c1ccc(Cl)c([N+](=O)[O-])c1)c1ccccn1
    -1.3%	-3
- COc1ccc(NS(=O)(=O)c2ccc(O)c(C(=O)OCC(=O)Nc3ccc4c(c3)OCCO4)c2)cc1
    -2.9%	.
- CSc1nnc2c(n1)OC1(Nc3ccccc3-2)C(=O)Nc2ccccc21 (stereo unspecified)
    -5.3%	11
- Cc1ccc(C)c(N2CCN(C(=O)CCc3nc4ccccc4[nH]3)CC2)c1
    1.0%	.
- Cc1cccc(Nc2nnc(SCC3CCCCO3)s2)c1 (stereo unspecified)
    5.3%	-7
- C=CCc1ccccc1OCC(O)CN1CCN(C(=O)OCC)CC1 (stereo unspecified)
    1.7%	14
- CCN(CC)CCNC(=O)Cc1nn(Cc2ccccc2)c(=O)c2ccccc12
    7.1%	.
- N#CC1=C2N=C(N)c3ccccc3N2C2=C(C(=O)CCC2)C1c1ccccc1F (stereo unspecified)
    2.5%	-5
- Cn1cc(CNCc2cn(C)nc2-c2ccc(C3CCCCC3)cc2)cn1
    -3.2%	-10
- CC(C)CNC(=O)C(=O)NNC(=O)C1CCCCC1
    -1.9%	6
- O=C1CNC(=O)/C1=C/c1ccccc1
    -6.6%	2
- O=C(Nc1ccccc1C(=O)O)c1ccc(Cl)c(S(=O)(=O)N2CCOCC2)c1
    0.0%	.

In a second layout: results already given
canonical_smiles	M. tuberculosis GlmU	Mtb RmlCD inh
N/C(=N\OC(=O)c1ccc(Cl)c([N+](=O)[O-])c1)c1ccccn1	-1.3%	-3
COc1ccc(NS(=O)(=O)c2ccc(O)c(C(=O)OCC(=O)Nc3ccc4c(c3)OCCO4)c2)cc1	-2.9%	.

(next part)
Values in the order – M. tuberculosis GlmU	Mtb RmlCD inh
- CCOC(=O)C1=C(O)/C(=C/c2ccccn2)SC1=Nc1ccc(Cl)cc1
    1.6%	.
- Cn1ncc([N+](=O)[O-])c1C(=O)Nc1ccc(C2CCCCC2)cc1
    -8.5%	-6
- COc1ccccc1CNC(=O)CNC(=O)Cn1cnc2ccccc2c1=O
    1.3%	-5
- C=CCNC(=O)c1onc(CCl)c1C(=O)OC
    -3.8%	-10
- Cc1cccc(N2CC(=O)N(c3cccc(C)c3)CC2=O)c1
    3.8%	7
- CC(C)CN(C(=O)COC(=O)c1ccc2c(c1)NC(=O)CS2)C1CCS(=O)(=O)C1 (stereo unspecified)
    3.4%	.
- Cc1cc(C)n(CCOC(=O)c2sc3ccccc3c2Cl)n1
    -1.8%	5
- CC(=O)Nc1ccc2oc(-c3cc(F)c(F)cc3Cl)nc2c1
    3.3%	3
- COC(=O)c1ccccc1NC(=O)c1ccc(-c2ccc(Br)cc2)o1
    .	-8
- CC(C)NS(=O)(=O)c1ccc(CCC(=O)Nc2ccc3c(c2)OCO3)cc1
    -4.8%	3
- CCOC(=O)C1=C(O)/C(=C\c2cccs2)N=C1C
    3.6%	.
- CCOc1ccccc1N1CCN(Cc2ccc(OC)c(OC)c2)CC1
    2.0%	-8
- CCc1nnc(NC(=O)Cn2nnc(-c3ccccc3F)n2)s1
    0.3%	.
- O=S(=O)(c1cccs1)N1CCC(Cc2ccccc2)CC1
    -2.5%	-10
- Cc1ccccc1NC(=O)c1ccc2snnc2c1
    -0.6%	-10
- CC1(C)Cc2nc3sc4c(=O)n(Cc5ccccc5)cnc4c3cc2CS1
    -0.7%	5
- COCc1nc2sc(C)c(C)c2c(=O)[nH]1
    -3.9%	.
- O=C(Cc1ccc(Cl)cc1)NCCCn1ccnc1
    1.5%	8
- COC(=O)c1ccccc1NC(=O)c1noc2c1CCC2
    2.5%	.
- O=C(Nc1cc(Sc2ccccn2)cc([N+](=O)[O-])c1)c1cccc(Cl)c1
    3.0%	-8
- Cc1nc(Nc2ccc(S(N)(=O)=O)cc2)oc1C
    -1.9%	16
- CN(C)S(=O)(=O)c1ccc(C(=O)Nc2ccccc2C(=O)O)cc1
    -1.0%	54
- O=C(CCNS(=O)(=O)c1cccc2nonc12)NCCc1ccc(Cl)cc1
    3.3%	0
- Cc1cc(NC(=O)Cn2cc([N+](=O)[O-])cn2)n(Cc2ccc(F)cc2)n1
    -0.9%	-9
- CCCNc1nc2c(c(=O)[nH]c(=O)n2C)n1Cc1cccc(Br)c1
    -5.6%	5
- CCn1c(CSc2nnc(-c3ccc4c(c3)OCO4)o2)nc2cc(S(=O)(=O)N(C)C)ccc21
    -1.2%	.
- CCc1ccc(/C=C2/SC(N3CCOCC3)=NC2=O)cc1
    5.6%	1
- COC(=O)c1ccccc1NC(=O)CN(CCc1ccccc1)S(C)(=O)=O
    -0.5%	31
- Cc1cccc(NC(=O)c2cccc(NS(=O)(=O)c3ccc(Cl)cc3)c2)c1
    -6.9%	14
- NC(=O)Nc1ccc2c(c1)OCCO2
    -1.7%	1
- Cc1ccc(-n2cc(C(=O)c3ccc4ccccc4c3O)cn2)cc1
    0.1%	.
- O=C1c2ccccc2-c2c1cccc2C(=O)N1CCOCC1
    6.5%	.
- N#CCSc1nnc(COc2cccc3ccccc23)n1-c1ccccc1
    -0.5%	15
- CN(C(=O)CO/N=C/c1ccc(Cl)cc1)c1ccccc1
    -0.5%	61
- Cc1ccc(NS(=O)(=O)c2cc3c4c(cccc4c2)C(=O)NC3=O)cc1C
    4.4%	7
- CCOC(=O)C1(CCCc2ccccc2)CCN(C(=O)c2cnn(CC)c2)CC1
    2.0%	-21
- CCCN(CCC)C(=O)CC(c1ccccc1)c1cc(Br)ccc1O (stereo unspecified)
    6.0%	.
- COc1ccc(-c2csc(N3CCC(c4ccccc4)CC3)n2)cc1
    2.4%	5
- CCCn1c2c(c(=N)c3c1CCC3)CCC2
    -5.8%	-14
- CCCCCn1c(Br)nc2c1c(=O)n(CC(N)=O)c(=O)n2C
    4.7%	.
- CCCCNC(=O)/C(C#N)=C/c1ccc(F)cc1F
    -4.7%	-18
- CCc1ccc(-n2c(C)cc(/C=N/NC(=O)c3ccncc3)c2C)cc1
    0.8%	-36
- Cc1cccc(NS(=O)(=O)c2cccc([N+](=O)[O-])c2)n1
    11%	7
- Cc1ccc(Sc2ccc(N)cc2C#N)cc1
    2.6%	.
- CC1=CC(C)(C)n2c(O)c(N=NC(N)=S)c3c(C)ccc1c32
    -1.5%	52
- CCc1ccc(OCCNC(=O)c2cc(SC)ccc2Cl)cc1
    .	9
- NS(=O)(=O)c1ccc(Nc2nc(-c3ccc(O)cc3)cs2)cc1
    1.4%	-3
- COC1CC(OC2CCC3(C)C(CCC4C3CCC3(C)C(C5=CC(=O)OC5)C(OC(C)=O)CC43O)C2)OC(C)C1OC1OC(COC2OC(CO)C(O)C(O)C2O)C(O)C(O)C1O (stereo unspecified)
    -5.0%	.
- CCOC(=O)C1C(=O)NC(SCC(=O)Nc2nccs2)=C(C#N)C1c1ccccc1OCC (stereo unspecified)
    1.5%	-1
- C/C(=N\Nc1nc(N)cc(Cl)n1)c1cccc(N)c1
    0.3%	-3
- CCNC(=O)CC(=O)Nc1ccccc1C(=O)O
    -0.7%	7
- COC(=O)c1cc(Br)c(=O)n(Cc2ccc3c(c2)OCO3)c1
    1.3%	.
- COc1ccc(Cl)cc1NC(=O)CSc1nnc(Cn2c(=O)sc3ccccc32)n1C
    -2.2%	48
- C(=C\c1ccccc1)/C=N/n1cnnc1
    -1.1%	8
- COc1nc(NS(=O)(=O)c2ccc(C)cc2)nc(C)c1Cl
    0.0%	-3
- COc1ccc(OC)c(CCNC(=O)CS(=O)(=O)Cc2nc(-c3ccc(C)cc3)oc2C)c1
    7.9%&1.3%	8
